Bcl-XL Bim block = inhibitors of Bim-Bcl-XL interaction, human | Q07817 | Bim peptide-Bcl-XL binding, bead flow cytometry, fluorescence | inhibition, % at 10 µM | 190,000 tested, 0.04% active | AID 1007
Bcl-2 Bim block = human Bim-Bcl-2 interaction inhibition. P10415. Bead-based flow cytometry, Bim peptide-Bcl-2 binding. inhibition, % at 10 µM. 190,000 tested, 0.06% active; in the data active means inhibition above about 40%; inconclusive means no clear call, values can overlap the other calls;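 further: 0% = no compound wells with probe peptide and 100% = reference peptide inhibitor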
RGS4-Gao reg = modulates binding of RGS4 to human Galphao; 220,000 tested, 0.33% active; AID 1415; Multiplexed bead flow cytometry; actives lie on both sides; P09471; binding response (% of control), % at 10 µM; in the data active means binding response below about 49% or above about 150%; inactive means in between;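 further: fluorescent Galphao activated with aluminum fluoride binding bead-coupled RGS4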
Bim-Bcl-W = inhibitors of Bim-Bcl-W interaction, human | inhibition, % at 10 µM | 190,000 tested, 0.02% active | bead-based flow cytometry, Bim peptide-Bcl-W binding | Q92843;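 further: 0% = bound tracer without compound and 100% = peptide blocker; higher means less fluorescent Bim peptide bound to Bcl-W beads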
Bim-Bfl-1 = human Bim-Bfl-1 interaction inhibition | Q16548 | Bead-based flow cytometry, Bim-Bfl-1 binding inhibition | inhibition, % at 10 µM | 190,000 tested, 0.12% active;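 further: 0% = wells without compound plus tracer and 100% = blocker peptide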
Avidin bead fluor = avidin bead compound fluorescence profile | AID 1775 | fluorescence (KMESF) at 10 µM | Avidin beads, compound fluorescence 488/530 nm, flow cytometry; stronger effect = higher value | 220,000 tested, 0.38% active; in the data active means fluorescence above about 47; further: inactives centre near 10
RGS7-Gao reg = human RGS7-Galphao interaction regulation | 220,000 tested, 0.35% active | Multiplexed bead flow cytometry, RGS7-Galphao binding; actives lie on both sides | binding response (% of control), % at 10 µM | P09471; in the data active means binding response below about 49% or above about 150%; inconclusive means no clear call, values can overlap the other calls; inactive means in between;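 further: fluorescent Galphao held in activated GDP-AlF4 state binding bead-coupled RGS7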
Bcl-B Bim block = disrupts Bim peptide binding to human Bcl-B. bead-based flow cytometry. inhibition, % at 10 µM. 190,000 tested, 0.073% active;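 further: 0% = tracer peptide without compound and 100% = reference inhibitor peptide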
ABCB1 inh = human ABCB1 inhibition, ABCG2 as counter-screen. inhibition, % at 6.6 µM. CCRF-Adr cells, JC-1 efflux, flow cytometry. P08183. 190,000 tested, 0.067% active; in the data active means inhibition above about 40%;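 further: 0% = vehicle and 100% = reference inhibitor; higher value means more JC-1 retained so stronger ABCB1 efflux block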
Target sequence (P08183 whole entry, looked up): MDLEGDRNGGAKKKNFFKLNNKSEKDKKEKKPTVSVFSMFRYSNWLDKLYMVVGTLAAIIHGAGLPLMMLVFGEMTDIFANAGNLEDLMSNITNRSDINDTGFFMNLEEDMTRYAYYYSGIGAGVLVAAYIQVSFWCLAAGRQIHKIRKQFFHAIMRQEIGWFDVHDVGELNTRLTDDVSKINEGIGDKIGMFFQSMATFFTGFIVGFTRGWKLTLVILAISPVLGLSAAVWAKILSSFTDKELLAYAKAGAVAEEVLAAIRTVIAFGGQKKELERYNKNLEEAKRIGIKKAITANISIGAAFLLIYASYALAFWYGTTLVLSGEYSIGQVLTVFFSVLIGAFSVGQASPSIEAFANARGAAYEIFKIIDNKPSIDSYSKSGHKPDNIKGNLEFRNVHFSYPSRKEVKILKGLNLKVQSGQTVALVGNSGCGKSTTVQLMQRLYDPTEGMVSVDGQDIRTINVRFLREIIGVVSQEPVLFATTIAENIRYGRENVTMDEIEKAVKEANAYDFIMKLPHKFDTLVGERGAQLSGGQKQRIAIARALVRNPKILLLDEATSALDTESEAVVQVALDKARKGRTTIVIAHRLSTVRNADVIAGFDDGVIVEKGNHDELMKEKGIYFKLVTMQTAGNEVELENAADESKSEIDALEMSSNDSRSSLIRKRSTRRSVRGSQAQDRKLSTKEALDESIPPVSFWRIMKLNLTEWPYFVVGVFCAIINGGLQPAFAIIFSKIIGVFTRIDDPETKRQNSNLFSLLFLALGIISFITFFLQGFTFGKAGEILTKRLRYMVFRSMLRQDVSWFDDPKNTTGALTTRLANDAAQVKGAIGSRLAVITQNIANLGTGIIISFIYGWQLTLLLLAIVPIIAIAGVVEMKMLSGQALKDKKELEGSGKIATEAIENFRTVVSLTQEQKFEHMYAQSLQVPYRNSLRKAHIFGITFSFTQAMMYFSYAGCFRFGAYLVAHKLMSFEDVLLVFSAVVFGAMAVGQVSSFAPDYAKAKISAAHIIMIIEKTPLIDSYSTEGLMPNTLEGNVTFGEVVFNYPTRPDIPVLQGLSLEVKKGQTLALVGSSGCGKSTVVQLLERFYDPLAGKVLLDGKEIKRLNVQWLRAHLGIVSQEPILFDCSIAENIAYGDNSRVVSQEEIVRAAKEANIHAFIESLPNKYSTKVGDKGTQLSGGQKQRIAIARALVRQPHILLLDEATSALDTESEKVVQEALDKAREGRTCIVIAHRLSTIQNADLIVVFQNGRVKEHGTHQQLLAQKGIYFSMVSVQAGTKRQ
ABCG2 inh = human ABCG2 inhibition, ABCB1 as counter-screen | 190,000 tested, 0.1% active | IgMXP3 cells, JC-1 efflux, flow cytometry | inhibition, % at 6.6 µM;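 active means inhibition above 80%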;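 further: 0% = DMSO and 100% = nicardipine control wells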
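Measure – % inhibition of efflux relative to nicardipine and DMSO · Test system – ABCG2 IgMXP3 and barcoded ABCB1 CCRF-Adr cell mix · Control set – nicardipine as high control, DMSO as low control · Compound – one concentration, 6.6 µM final · Signal – flow cytometry of retained JC-1 fluorescence · Timing – 10 min exposure at 25 °C with rotation, no wash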
GSH bead fluor = GSH bead compound fluorescence profile | GSH beads flow cytometry, compound fluorescence 488/530 nm; stronger effect = higher value | fluorescence (KMESF) at 10 µM | 190,000 tested, 0.25% active; in the data active means fluorescence above about 89;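 further: glutathione beads carrying GST-tagged Bcl family fusion proteins plus one bare bead set; values are compound well signal with DMSO vehicle wells as background; inactives centre near 16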
* hit, by the source's call; ? = inconclusive; · = not tested or not shown. Unless noted, no stated cut-off is given here; in the data, active means inhibition above about 40%.

SMILES | Bcl-XL Bim block | Bcl-2 Bim block | RGS4-Gao reg | Bim-Bcl-W | Bim-Bfl-1 | Avidin bead fluor | RGS7-Gao reg | Bcl-B Bim block | ABCB1 inh | ABCG2 inh | GSH bead fluor
Cc1ccccc1C1c2[nH]c3ccccc3c2CCN1C(=O)c1ccc(=O)n(C)n1 (stereo unspecified) | -5 | -2 | 102 | -3 | -5 | 3 | 101 | -2 | 1.6 | 3 | 10
CCn1c(Cc2cccc3ccccc23)nnc1SCC(=O)Nc1nccs1 | · | ? | 105 | · | · | 6 | 105 | · | 1.0 | 6 | 31
O=C(COC(=O)C1CC2C=CC1C2)NCc1ccccc1Cl (stereo unspecified) | 2 | 5 | 104 | 0 | 1 | 13 | 109 | 2 | 1.2 | 4 | 23
Cc1cc(C)c(C)c(S(=O)(=O)Nc2ccc(OCC(=O)O)cc2)c1C | -4 | -7 | 91 | 0 | -11 | 6 | 91 | -9 | -0.5 | -1 | 27
Cc1onc(-c2ccccc2Cl)c1C(=O)N1CCOC12CCCCC2 | -3 | -3 | 102 | -1 | -4 | 9 | 101 | -1 | 1.8 | 25 | 17
Cc1cc(C)nc(SC2CCCCC2NS(=O)(=O)c2ccccc2)n1 (stereo unspecified) | -8 | -4 | 101 | -4 | -13 | 11 | 97 | -10 | 0.9 | 2 | 13
NC(=O)c1c(NC(=O)C2CCCO2)sc2c1CCCC2 (stereo unspecified) | 42* | 30 | 84 | 32 | 39 | 9 | 83 | 28 | -0.4 | -1 | 8
CC(C)CC(c1nnnn1Cc1ccco1)N1CCN(C2CCCC2)CC1 (stereo unspecified) | -5 | 0 | 96 | 5 | -9 | 11 | 97 | -2 | 0.4 | 1 | 58
CCNC(=O)c1cccc(S(=O)(=O)N2CCCCCC2)c1 | -3 | 0 | 98 | -1 | 0 | 1 | 98 | -3 | 0.1 | 2 | 11
CC(C)CCSc1nc(N2CCOCC2)c2c(c1C#N)CC(C)(C)OC2 | -8 | -13 | 96 | -2 | -18 | 14 | 96 | -8 | 11 | 8 | 30
COc1ccccc1NC(=O)COC(=O)c1ccc(S(=O)(=O)NCc2ccco2)cc1 | -13 | 0 | 103 | -8 | -1 | 36 | 102 | -1 | 0.1 | 1 | 19
COc1ccc2cc(N=Cc3nc(-c4ccc(C)cc4)oc3O)cnc2c1 | 0 | 1 | 114 | -2 | 6 | 12 | 101 | -1 | 0.3 | 4 | 11
Cc1ccc(NC(=O)C(OC(=O)c2ccc(O)cc2)c2ccccc2)cc1Cl (stereo unspecified) | -8 | -7 | 102 | -3 | -2 | 6 | 102 | -7 | -0.2 | -1 | 11
O=[N+]([O-])c1cccc(Cl)c1NCCNc1ncc(C(F)(F)F)cc1Cl | -1 | -2 | 93 | -5 | -1 | 34 | 93 | 0 | 0.1 | 1 | 12
COc1cc(-c2nnc(-c3cc(OC)c(OC)c(OC)c3)o2)cc(OC)c1OC | -4 | 2 | 102 | -1 | -6 | 5 | 99 | -14 | 0.4 | 7 | 102*
COc1ccc(/C=N/NC(=O)c2ccc(NC(=O)c3cccc([N+](=O)[O-])c3)cc2)c(OC)c1 | 0 | 0 | 103 | 0 | -3 | 13 | 104 | 1 | -1.8 | -5 | 10
COc1cc2c(cc1OC)-c1cc(N3CCCc4ccccc43)nc(=O)n1CC2 | -4 | -6 | 94 | 2 | -8 | 4 | 99 | -3 | 0.7 | 3 | 25
Cc1ccc(C2NC(=O)NC(O)(C(F)(F)F)C2C(=O)c2cccs2)o1 (stereo unspecified) | -3 | -4 | 101 | 0 | 0 | 7 | 102 | -2 | 0.7 | 3 | 66
COc1ccc(NC(=O)NCCCN2CCc3ccccc3C2)cc1 | -3 | -9 | 101 | -1 | -14 | 6 | 100 | -8 | 0.8 | 2 | 19
CN(C)C(=O)c1ccc(NC(=O)c2ccccc2Sc2ccccc2C#N)cc1 | -7 | -2 | 100 | -2 | -1 | 13 | 101 | -6 | 0.6 | 1 | 6
COc1ccccc1N1CCN(C(CNS(=O)(=O)c2cc(F)ccc2F)c2cccnc2)CC1 (stereo unspecified) | -6 | -2 | 105 | -3 | -1 | 3 | 99 | -5 | 1.1 | 20 | 24
Cn1c(=O)c(C#N)c(-c2ccccc2)n2cnnc12 | -5 | -7 | 105 | -3 | -12 | 10 | 105 | -9 | 0.4 | 2 | 12
CC(=O)c1ccc(NC(=S)Nc2cccc(S(=O)(=O)Nc3c(C)n(C)n(-c4ccccc4)c3=O)c2)cc1 | -4 | 0 | 86 | 1 | 0 | 10 | ? | -10 | -1.1 | -1 | 14
COc1ccc(Cl)cc1C(=O)C1CCCN(Cc2cnc(N3CCOCC3)s2)C1 (stereo unspecified) | -1 | 0 | 98 | -3 | -3 | 11 | 98 | -2 | 0.7 | 1 | 10
CC(=O)Oc1c(Cl)cc(Cl)cc1/C=C/c1ccc2ccccc2n1 | -17 | -11 | 101 | 2 | -10 | 11 | 101 | -6 | 0.9 | 6 | 38

The list continues:
SMILES | Bcl-XL Bim block | Bcl-2 Bim block | RGS4-Gao reg | Bim-Bcl-W | Bim-Bfl-1 | Avidin bead fluor | RGS7-Gao reg | Bcl-B Bim block | ABCB1 inh | ABCG2 inh | GSH bead fluor
CC(C)(C)c1ccc(OCc2ccc(C(=O)N3CCOCC3)o2)cc1 | -1 | 0 | 99 | -3 | -7 | 12 | 98 | -6 | 0.1 | 0 | 13
CCCOC(=O)c1c(N)sc(C(=O)OCC)c1C | -5 | 0 | 103 | -3 | 0 | 7 | 102 | -6 | · | 9 | 13
O=C1S/C(=C/c2ccccc2F)C(=O)N1CCN=C1NS(=O)(=O)c2ccccc21 | 1 | 0 | 106 | 4 | 1 | 14 | 107 | 6 | 0.6 | 16 | 20
COc1cc(C2CC(=O)c3cnc(NC(=O)COc4ccccc4)nc3C2)cc(OC)c1OC (stereo unspecified) | -11 | -9 | 105 | 0 | -10 | 8 | 105 | -5 | 1.4 | 3 | 43
CC(=O)c1cccc(NC(=O)C=C(C)C)c1 | -4 | -10 | 102 | -4 | -14 | 12 | 99 | -13 | 0.1 | 6 | 35
Cc1cccc(CSc2nc3sc(C)c(C)c3c(=O)n2Cc2ccco2)c1 | -3 | -7 | 95 | 0 | -9 | 9 | 89 | -5 | 0.3 | 3 | 12
CCN1/C(=C\c2ccc3cc(C)ccc3[n+]2CC)Sc2cc(C)c(C)cc21 | 21 | 23 | 125 | 16 | 29 | 12 | 127 | -66 | 4.5 | 36 | 6
COc1ccc([N+](=O)[O-])cc1N(CC(=O)NCCC1=CCCCC1)S(C)(=O)=O | 22 | 8 | 105 | 21 | 24 | 6 | 104 | 21 | 0.3 | 9 | 5
CC(=O)c1ccc(OCC(O)Cn2nnc3ccccc32)cc1 (stereo unspecified) | -5 | -8 | 101 | -6 | -15 | 13 | 100 | -9 | 2.2 | 30 | 37
CCOC(=O)C(Cc1ccccc1)(NC(C)=O)C(=O)OCC | -3 | 0 | 102 | 0 | -6 | 33 | 102 | 0 | 0.0 | 0 | 45
Cn1ncc([N+](=O)[O-])c1C(=O)Nc1ccn(Cc2ccccc2F)n1 | 2 | -8 | 102 | 0 | -13 | 10 | 98 | -8 | 0.8 | 8 | 44
O=c1c2c(-c3cccs3)csc2ncn1-c1ccc(Br)cc1 | -1 | -2 | 100 | 0 | -2 | 42 | 102 | -1 | 0.8 | 4 | 9
O=C(N/N=C\c1ccc([N+](=O)[O-])s1)c1cncc(Br)c1 | -8 | -17 | 99 | 0 | -10 | 12 | 100 | -15 | 0.0 | 14 | 15
COc1cc(S(=O)(=O)Nc2ccc(C)cc2)ccc1NC(=O)c1ccncc1 | -7 | -8 | 96 | -3 | -11 | 6 | 95 | -4 | 0.7 | 10 | 11
NNC(=O)c1cnn(-c2ccccc2)c1-n1cccc1 | -4 | -5 | 99 | -4 | -9 | 20 | 106 | -4 | 0.6 | 2 | 16
CCc1ccc(OC)c(-c2csc(N)n2)c1 | -4 | -2 | 100 | -3 | -3 | 12 | 103 | -6 | 20 | 20 | 15
CCOc1cc(C2NC(=O)NC(O)(C(F)(F)F)C2C(=O)c2ccc(Cl)cc2)ccc1O (stereo unspecified) | 14 | -6 | 100 | -5 | -3 | 5 | 101 | -5 | 1.4 | 5 | 61
COc1ccc(NC(=O)CNS(=O)(=O)c2ccc3nc(C)sc3c2)c(OC)c1 | -7 | -8 | 101 | 1 | -5 | 8 | 99 | -13 | 2.3 | 44 | 14
COc1ccc(/C=N/NC(=O)c2ccncc2)cc1CN1CCCc2ccccc21 | 0 | 0 | 102 | 0 | 0 | 3 | 99 | -2 | 0.9 | 4 | 11
Cc1c(-c2ccc(F)cc2)[n+](=O)c(-c2ccc(F)cc2)c(C)n1[O-] | -5 | -6 | 100 | 0 | -8 | 3 | 97 | -7 | 0.1 | 0 | 27
CCC(C)(C)n1nnnc1C(c1ccc(O)c(OC)c1)N1CCc2ccccc2C1 (stereo unspecified) | -5 | 0 | 100 | -5 | 0 | 7 | 99 | -3 | -0.7 | -1 | 20
CC(C)C(=O)Nc1ccc(S(=O)(=O)Nc2ccccn2)cc1 | 0 | 3 | 97 | 0 | 1 | 6 | 100 | 1 | 0.0 | 0 | 18
COc1ccc(C2C(C(=O)N3CCN(c4ccccc4F)CC3)c3ccccc3C(=O)N2C)cc1 (stereo unspecified) | -8 | 2 | 88 | 0 | 5 | 2 | 113 | 1 | 3.8 | 3 | 31
O=C(Nc1cccc(Cl)c1)N(Cc1nc2ccccc2c(=O)[nH]1)C1CCCC1 | -8 | -11 | 100 | -1 | -10 | 9 | 102 | -9 | 0.8 | 5 | 12
COc1ccc(N(CC(=O)Nc2ccc(S(=O)(=O)N3CCCC3)cc2)S(C)(=O)=O)cc1OC | -7 | -7 | 102 | -6 | -13 | 24 | 106 | -8 | -0.1 | 0 | 13
O=C(NCCN1CCN(c2ccccc2)CC1)C1(S(=O)(=O)c2ccc(Cl)cc2)CC1 | -5 | -10 | 94 | 0 | -9 | 6 | 93 | -4 | 1.0 | 3 | 13
CC(NS(=O)(=O)c1ccc(Br)cc1)C(N)=O (stereo unspecified) | 1 | -4 | 102 | 0 | -6 | 12 | 104 | -1 | 0.1 | 7 | 53
O=C(CSCC(=O)OCC(=O)c1ccc(Br)cc1)Nc1ccc(Br)cc1 | -3 | 3 | 99 | 2 | -3 | 34 | 100 | 0 | 0.3 | 1 | 9
O=[N+]([O-])c1c(NCCO)cc(N2CCCCC2)c2nonc12 | 0 | -3 | 101 | -2 | -6 | 13 | 98 | -4 | 0.3 | 5 | 11
CC(=O)c1c(C)n(-c2ccccc2)c2ccc(OCC(N)=O)cc12 | -1 | -1 | 96 | 2 | -4 | 11 | 95 | -3 | 0.5 | 4 | 26

Compound profiles, from the list above. Order of values: Bcl-XL Bim block, Bcl-2 Bim block, RGS4-Gao reg, Bim-Bcl-W, Bim-Bfl-1, Avidin bead fluor, RGS7-Gao reg, Bcl-B Bim block, ABCB1 inh, ABCG2 inh, GSH bead fluor
CC(=O)c1ccc(NC(=S)Nc2cccc(S(=O)(=O)Nc3c(C)n(C)n(-c4ccccc4)c3=O)c2)cc1 is listed with -4, 0, 86, 1, 0, 10, ?, -10, -1.1, -1, 14
COc1ccc2cc(N=Cc3nc(-c4ccc(C)cc4)oc3O)cnc2c1 is listed with 0, 1, 114, -2, 6, 12, 101, -1, 0.3, 4, 11
COc1ccccc1N1CCN(C(CNS(=O)(=O)c2cc(F)ccc2F)c2cccnc2)CC1 (stereo unspecified) is listed with -6, -2, 105, -3, -1, 3, 99, -5, 1.1, 20, 24
